KB-V1 MDR tox: kills drug-selected multidrug resistant KB-V1 cells; 3.4% of 400,000 active; Potency, µM (series often up to 46.1 µM), for inactives: at the top dose activity change, negative = cytotoxicity, actives largely listed as cytotoxic; KB-V1 MDR cells viability, CellTiter-Glo, 72 h; AID 1347076; further: on the % scale 0 is the no-effect control and ±100 the full control effect; nearly all actives have a fitted effect of over 60% in size
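Potencies derive from concentration-effect curves fitted to normalized luminescence (CellTiter-Glo) of KB-V1 cells treated for 72 h at 37 degrees C in phenol-red-free DMEM containing 10% FBS.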
GLP1R cytotox: cytotoxicity counter-screen for GLP-1 receptor inverse agonists; HEK293 cAMP-luciferase reporter cells, luminescence, 24 h; Potency, µM (top dose mostly 38.3 µM), inactives show top-dose activity change, negative = inhibition, hits mostly inhibitors; 0.13% of 410,000 active; AID 624418;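 further: loss of luciferase light is scored as toxicity; on the % scale 0 is the no-effect control and ±100 the full control effect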
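Luminescence readout: signal drop marks cytotoxicity. Plated cells grew 12 h at 37 °C, 5% CO2, received 23 nL compound for 24 h, then got luciferase reagent, read after 12 min at RT.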
GLP-1R inv ag: acts as inverse agonist at human GLP-1 receptor; P43220; HEK293 GLP-1R CRE-luciferase, luminescence, 24 h; GLP-1R form is constitutively active; Potency, µM (titrated, usually from 38.3 µM), for inactives: top-dose activity change, negative = inhibition, hits mostly inhibitors; 1.6% of 410,000 active; further: on the % scale 0 is the no-effect control and ±100 the full control effect; nearly all actives have a fitted effect of over 55% in size
Target sequence (P43220 whole entry, looked up): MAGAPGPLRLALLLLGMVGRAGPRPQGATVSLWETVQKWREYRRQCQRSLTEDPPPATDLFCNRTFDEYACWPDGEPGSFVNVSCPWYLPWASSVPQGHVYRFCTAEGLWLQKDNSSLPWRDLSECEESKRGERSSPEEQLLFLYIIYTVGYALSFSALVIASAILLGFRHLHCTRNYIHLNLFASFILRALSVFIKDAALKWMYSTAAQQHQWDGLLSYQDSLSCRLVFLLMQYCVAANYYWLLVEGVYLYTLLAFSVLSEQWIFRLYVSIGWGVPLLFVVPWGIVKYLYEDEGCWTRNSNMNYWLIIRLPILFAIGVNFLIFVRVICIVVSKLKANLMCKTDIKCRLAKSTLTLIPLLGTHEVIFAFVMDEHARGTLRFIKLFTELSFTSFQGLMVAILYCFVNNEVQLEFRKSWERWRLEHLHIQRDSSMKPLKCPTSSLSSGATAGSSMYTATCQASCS
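Readout was luciferase luminescence, measured 12 min after detection reagent at room temperature. Beforehand, GLP-1R reporter HEK293 cells had sat 12 h, then received compounds for 24 hr at 37 deg C.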
GLP1R ag: GLP-1 receptor (human) agonism; 0.007% of 380,000 active; Potency, µM (top dose mostly 45.6 µM), without a hit: at the highest dose activation, most hits filed as activators; HEK293 GLP-1R CRE-luciferase, luminescence, 4-6 h; cells express a hypersensitive GLP-1R form; P43220; further: % of control where 0% means no effect
KB-3-1 cytotox: kills parental KB-3-1 adenocarcinoma cells. KB-3-1 viability, CellTiter-Glo ATP luminescence, 72 h. Potency, µM (series often up to 46.1 µM), for inactives: at the top dose activity change, negative = cytotoxic, hits mostly cytotoxic. 1.4% of 400,000 active. AID 1347075; further: on the % scale 0 is the no-effect control and ±100 the full control effect; nearly all actives have a fitted effect of over 60% in size
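Screening of KB-3-1 cells (DMEM, 10% FBS, phenol-red free) ran from lowest to highest compound concentration; after 72 h at 37 °C viability was read luminescently and curves fitted.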
SW480 rerep: inducers of DNA re-replication in SW480 colon cancer cells; Potency, µM (titrated, usually from 46.1 µM), for the others: at the highest dose re-replication activation, actives largely listed as activators; SW480 DNA re-replication, Hoechst DNA content imaging, 48 h; 1.8% of 340,000 active; further: % of control where 0% means no effect; nearly all actives have a fitted effect of over 55% in size
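Hoechst fluorescence of nuclei (405 nm excitation, 500-530 nm emission) measured by plate-scanning imager after 48 hr compound exposure at 37 C; re-replication scored as increased number of nuclei with elevated intensity.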
HT1080NT lethal: kills 2HG-producing HT-1080-NT fibrosarcoma cells | 1.6% of 360,000 active | HT-1080-NT fibrosarcoma viability, CellTiter-Glo ATP luminescence, 48 h | AID 686970 | Potency, µM (titrated, usually from 46.1 µM), without a hit: at the highest dose activity, negative = less viability, actives largely listed as cytotoxic;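 further: NT is the 2HG producing partner of a matched IDH1 knockdown line; 0% = DMSO-treated cells and -100% = media-only wells without cells; nearly all actives have a fitted effect of over 55% in size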
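HT-1080-NT fibrosarcoma cells (2HG-overproducing), 750 cells/well in RPMI with 5% FBS, dosed after 2 h and incubated 48 h at 37C. CellTiter-Glo luminescence normalized to DMSO and no-cell wells; concentration-response curves fitted and classed.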
HT1080 IDH1KD tx: kills HT-1080 cells with IDH1 knockdown; AID 686971; Potency, µM (series often up to 46.1 µM), inactives show at the top dose activity, negative = toxicity, hits mostly cytotoxic; HT-1080 IDH1 knockdown viability, ATP luminescence, 48 h; 2% of 360,000 active;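 further: 0% = DMSO wells and -100% = cell-free medium wells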
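HT-1080-IDH1KD cells (IDH1 knocked down), 750/well in RPMI with 5% FBS, treated with compound 48 h at 37 degrees C. Viability by CellTiter-Glo luminescence, normalised to DMSO and no-cell wells; concentration-response curves classed.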
TDP43 rescue: inhibitors of TDP-43 toxicity in yeast; TDP-43 expressing yeast growth rescue, BacTiter-Glo, 24 h; Potency, µM (series often up to 46.1 µM), without a hit: at the top dose growth rescue (activation), hits mostly activators; 1.8% of 410,000 active; AID 652104; further: % of control where 0% means no effect; nearly all actives have a fitted effect of over 50% in size
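Readout is BacTiter-Glo luminescence of cell growth, so inhibitors register as activators. TDP-43-expressing yeast at OD600=0.02 in galactose medium, after raffinose pregrowth to mid-log, were incubated with compound for 24 hr at 30 deg C.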
Starred values were filed as active, the others as inactive; ? = inconclusive; · = not tested or not shown; [ ] = remark or other dose. The call rests on the fitted dose curve; in most records, active means well fitted curve in the direction sought with a large enough effect; inconclusive means small, poorly fitted or top-dose-only effect, or another doubt; inactive means no such curve, though single readings can be large; an effect the other way counts as inactive or inconclusive. Potency means the concentration at half of the fitted maximal effect.

1) O=C(COC(=O)/C=C/c1ccc(C(F)(F)F)cc1)NC1CC1
2) C#CCOCCOCCOCCNc1nc(N2CCN(C(=O)C([C@@H](C)CC)n3cc(C(N)COC(=O)C(F)(F)F)nn3)CC2)nc(N2CCN(C(=O)[C@H](CCCCN)n3cc(C(N)[C@H](C)CC)nn3)CC2)n1 (some centres not stated)
3) Cc1nc(N2CCN(C)CC2)c2sc(=S)n(C)c2n1
4) CCc1ccc(C(=O)NNC(=O)CN2C(=O)NC3(CCCC3)C2=O)cc1
5) CC(=O)N1CCc2cc(S(=O)(=O)NCCC3=CCCCC3)ccc21
6) Cc1cc(=O)oc2cc(OCC(=O)NCc3ccncc3)ccc12
7) COc1ccc(N2CCN(C(=O)Cc3noc4ccc(C)cc34)CC2)cc1
8) Cc1ccc(S(=O)(=O)NCC(=O)NCc2cc(=O)n(C)c(=O)n2C)cc1
Assay by compound | 1 | 2 | 3 | 4 | 5 | 6 | 7 | 8
SW480 rerep | 0% | -12% | 1% | -18% | 1% | -10% | · | -3%
HT1080 IDH1KD tx | 1% | 10% | 13% | 2% | 21µM* | 3% | · | 7%
KB-V1 MDR tox | 3% | 12% | -6% | 0% | ? | -10% | -20% | 35%
GLP-1R inv ag | 2% | -28% | 34%[activator] | -4% | 10% | 2% | -11% | 0%
GLP1R ag | -2% | -5% | -8% | -6% | 11% | -4% | · | -5%
GLP1R cytotox | -4% | -26% | 4% | -5% | 13% | -14% | 1% | -2%
KB-3-1 cytotox | 11% | 15% | -5% | -1% | -22% | 0% | -2% | 5%
TDP43 rescue | 6.3µM* | 10% | 0% | 11% | -10% | -11% | 11µM* | -1%
HT1080NT lethal | -1% | 5% | 9% | 0% | -9% | 3%[9.24 µM] | · | 1%

9) Cc1c(C(=O)c2ccccc2)c(=O)n(C)c(=O)n1C
10) Cc1ccc2nc(SCC(=O)NCc3cccs3)c(C#N)cc2c1
11) CCc1cccc(NC(=O)CN(C)S(=O)(=O)c2ccc3c(c2)n(C)c(=O)c(=O)n3C)c1
12) COc1ccc(CN2CCNC(=O)C2CC(=O)NC2Cc3ccccc3C2)c(OC)c1 (configuration not stated)
13) COc1ccccc1-c1nnc(SCC(=O)c2c(N)n(C3CC3)c(=O)[nH]c2=O)n1C
14) CCc1ccc(CN2CCCC(C(=O)Nc3ccccc3-c3ccc(OC)cc3)C2)o1 (configuration not stated)
15) COc1cc(C)ccc1OCc1cc(C(=O)N(Cc2c(C)nn(C)c2C)C2CC2)no1
16) C[C@H](NC(=O)[C@@H]1Cc2ccccc2CN1)C(=O)NC[C@H]1CC[C@H](C(=O)O)CC1
Assay by compound | 9 | 10 | 11 | 12 | 13 | 14 | 15 | 16
SW480 rerep | 0% | -11% | · | -2% | -2% | -21% | -58%[inhibitor] | -14%
HT1080 IDH1KD tx | 17% | 14% | · | 4% | 0% | -27% | 1% | 8%
KB-V1 MDR tox | 2% | 16% | 27% | ? | 30% | -24% | ? | -11%
GLP-1R inv ag | -13% | 0% | 19% | 22% | 3% | ? | -11% | -1%
GLP1R ag | -1% | -4% | · | 12% | -1% | 15% | -5% | -4%
GLP1R cytotox | -10% | -4% | -4% | 1% | 14% | ? | -13% | 1%
KB-3-1 cytotox | 7% | 5% | 0% | 0% | 0% | -6% | -7% | -6%
TDP43 rescue | 3% | -13% | 29% | 6% | -4% | 12% | 21% | 7%
HT1080NT lethal | 22% | 6% | · | 3% | -8% | -15% | 1% | 0%

17) COc1cccc(CN2CCCC(N3CCc4ccccc4C3)C2)c1O (configuration not stated)
18) CC(=O)Nc1cc(-c2cccc(C(=O)N(C)C)c2)cn2c(-c3ccc(C(C)=O)cc3)cnc12
19) CCOC(=O)N1CCN(C(=O)CSc2nc3c([nH]c4ccccc43)c(=O)n2CC)CC1
20) O=C1NC[C@@H](CCCCN2CCN(CCc3ccccc3)C(=O)C2=O)N(CC2CCCCC2)C1=O
21) CN(CCOc1ccccc1)Cc1nc2cc(Cl)ccc2c(=O)[nH]1
22) Cc1ccc(S(=O)(=O)c2nc(S(C)(=O)=O)sc2NCc2ccc3c(c2)OCO3)cc1
23) COc1ccccc1C(=O)N/C(=C\c1cn(S(=O)(=O)N(C)C)c2ccccc12)C(=O)N1CCCCC1
24) CCN(CC(=O)NC(=O)NCc1ccco1)Cc1nc2ccccc2c(=O)[nH]1
Assay by compound | 17 | 18 | 19 | 20 | 21 | 22 | 23 | 24
SW480 rerep | 1% | · | 10% | · | 2% | -3% | -18% | -5%
HT1080 IDH1KD tx | 0% | -2% | -3% | 10% | 3% | -23% | 9% | -3%
KB-V1 MDR tox | -16% | 2% | · | -3% | -15% | ? | -6% | -14%
GLP-1R inv ag | 12% | -10% | 17% | 6% | -19% | 18% | -6% | -12%
GLP1R ag | -2% | 9% | 3% | -1% | 4% | 16% | -3% | 0%
GLP1R cytotox | 16% | 2% | 13% | 5% | 2% | 1% | 3% | 11µM*
KB-3-1 cytotox | 3% | 0% | · | ? | -6% | 15% | -14% | 2%
TDP43 rescue | -5% | 0% | 20% | 14% | 14% | 16% | ? | 11%
HT1080NT lethal | 15% | -7% | 1% | 12% | 1% | -9% | 0% | -3%

25) CC(C)OCCCNC(=O)c1ccccc1NC(=O)C1=CSCCO1
26) O=C(Cn1ncn2c(cc3ccccc32)c1=O)NCCCc1ccccc1
27) CCCCCCNc1cc(C)oc(=O)c1C(C)=O
28) Cc1ccc(CNC(=O)CCc2nc3cccnc3n2Cc2ccccc2)cc1
29) O=C(N/N=C/c1sc(N2CCCCC2)nc1-c1cccs1)C1CC1
30) CCCN(c1ccc(C)cc1)c1nc(=O)c2cccnc2s1
31) Cc1cc(C)nc(NS(=O)(=O)c2ccc(NC(=O)COc3ccccc3)cc2)n1
32) CC(C)CNC(=O)COc1ccccc1[N+](=O)[O-]
Assay by compound | 25 | 26 | 27 | 28 | 29 | 30 | 31 | 32
SW480 rerep | ? | ? | -2% | · | ? | 8% | -2% | 0%
HT1080 IDH1KD tx | 2% | 1% | -1% | · | -8% | -3% | 0% | 0%
KB-V1 MDR tox | 9% | 12% | 0% | -3% | -7% | -33% | ? | 4%
GLP-1R inv ag | -9% | 5% | 6% | 6% | -21% | ? | 8% | -2%
GLP1R ag | 0% | -1% | 18% | · | 1% | ? | 2% | 10%
GLP1R cytotox | -7% | -15% | -4% | -4% | 12% | -5% | -1% | 63%[activator]
KB-3-1 cytotox | 0% | -1% | 0% | 11% | 3% | -12% | 1% | -11%
TDP43 rescue | -11% | -13% | 11% | 0% | 11% | ? | 24% | 14%
HT1080NT lethal | -4% | 6% | 10% | · | -8% | -5% | 4% | -2%

33) NC(=O)CSc1cn(CCNC(=O)c2cccs2)c2ccccc12
34) Cc1ccc(S(=O)(=O)N2[C@@H](c3ccc(Cl)cc3)C(C(=O)O)=CC[C@H]2c2cccc(C)c2)cc1
35) Cn1cccc1Cc1nnc(SCC(=O)NCC2CCCO2)n1C (configuration not stated)
36) CCc1ccc(Nc2nnc(SCC(=O)NCCN3C(=O)CSC3=O)s2)cc1
37) COc1ccc(OC)c(CN2CCN(CC(=O)Nc3ccccc3C(=O)NC3CC3)CC2)c1
38) COc1ccc(CN2C(=O)C(C)N(C(=O)c3c(F)cccc3F)c3ccccc32)cc1 (configuration not stated)
39) COc1cc(OC)c(NC(=O)c2cnc(N3CCCC3)nc2C)cc1Cl
40) CCOc1ccc(OCC)c(NC(=O)CN(C)S(=O)(=O)c2cnc[nH]2)c1
41) O=C(Nc1cc(C(F)(F)F)ccc1-n1cncn1)c1ccc(-c2ccccc2)cc1
42) CC(NC(=O)/C=C/c1ccccc1)c1ccccc1 (configuration not stated)
Assay by compound | 33 | 34 | 35 | 36 | 37 | 38 | 39 | 40 | 41 | 42
SW480 rerep | -4% | -1% | -17% | -45%[inhibitor] | 1% | -78%[inhibitor] | · | 2% | -1% | -11%
HT1080 IDH1KD tx | 6% | -11% | 10% | -11% | -1% | 4% | · | 1% | 8% | 2%
KB-V1 MDR tox | -15% | 22% | 21% | -14% | -94% | -3% | 2% | 16% | -7% | 3%
GLP-1R inv ag | 10% | 7% | 3% | -19% | -23% | ? | 11% | 2% | ? | -18%
GLP1R ag | 0% | -4% | -6% | -1% | -13% | 3% | · | 1% | -1% | -1%
GLP1R cytotox | -13% | 10% | 2% | -3% | ? | 5% | 0% | -14% | -15% | 8%
KB-3-1 cytotox | -1% | 6% | -3% | 7% | 12% | -15% | -14% | 15% | 4% | 3%
TDP43 rescue | 4% | ? | ? | 1% | 3% | 7% | ? | 11% | 14µM* | 3%
HT1080NT lethal | -6% | 0% | 4% | -13% | 1% | -2% | · | -5% | 1% | 0%
